High-throughput results (PubChem BioAssay)
Pf Dd2 inh: blocks in vitro growth of P. falciparum Dd2; Potency, µM (top dose mostly 28.9 µM), for the others: top-dose activity, negative = inhibition, actives largely listed as inhibitors; AID 1347417; P. falciparum Dd2 growth, SYBR Green, 72 h; 120,000 tested, 4.3% active; active = well fitted inhibition curve with a large enough effect; inconclusive = small, poorly fitted or top-dose-only effect; inactive = no such curve, though single readings can be large or run the other way;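 note: plate controls were DMSO vehicle for no effect and reference drug for full effect; nearly all actives have a fitted effect of over 65% in size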
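Infected erythrocytes (Dd2, 0.3% parasitemia, 2.5% hematocrit final) are added to compound in RPMI-1640/Albumax II medium, grown 72 h at 37C in low oxygen, then lysed with saponin/Triton-X containing SYBR Green and read by fluorescence.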
An asterisk follows results filed as active; i = inactive; ? = inconclusive; & = joins results of further samples; [ ] = remark or other dose. Potency is the fitted concentration of half-maximal effect. A portion of the library; the hit share may differ from the screen's.

structure	Pf Dd2 inh
O=C(Nc1c(-c2ccc(F)cc2)nc2ccccn12)c1ccccc1F	-42%
O=C(NCCc1ccc(Cl)cc1)c1nc(-c2cccnc2)c2cnccn12	?
CCOC(=O)c1ccc(NC(=O)CN2C(=O)c3cccnc3Oc3ccc(Cl)cc32)cc1	?
Cc1nc(CN2Cc3nc(-c4cnn(Cc5ccccc5)c4)ccc3OCC2=O)cs1	10µM*
Cc1ccc(C(=O)c2cn(Cc3ccccc3F)c3cc4c(cc3c2=O)OCO4)cc1	?
COc1ccccc1NC(=O)C(=O)c1cc(C)n(-c2ccccc2F)c1C	?
Cc1cc(CN2C[C@@H](CO)[C@H](c3nc(C)no3)C2)n(C)n1	-19%
CCCCc1ncc(CN2CCCC(C(=O)Nc3ccccc3-c3ccc(OC)cc3)C2)[nH]1 (stereo not drawn)	8.9µM*
Cc1csc2nc(COc3ccc(NC(=O)COc4ccccc4)cc3)cc(=O)n12	-9%
COc1ccc(C(=O)N2CCCC3(C2)C(=NC2CCCC2)NC(=O)N3c2cccc(OC)c2)cc1 (stereo not drawn)	8%
COc1ccc(-c2nc(CSCC(=O)NCCc3ccc(OC)c(OC)c3)c(C)o2)cc1	?
Cc1sc(-n2cccc2)c(C(C)NC(=O)Nc2cccc(C(F)(F)F)c2)c1C (stereo not drawn)	?
CCOC(=O)c1ccc(NC(=O)CCn2cnnn2)cc1	9%
O=C1C2CN(Cc3ccccc3Cl)CCC2OCCN1Cc1ccccc1 (stereo not drawn)	i
O=C(c1ccccc1Br)N(Cc1ccco1)C1CCS(=O)(=O)C1 (stereo not drawn)	i
COc1ccc(-c2nnc3n2CCN(C(=O)Cc2ccc(F)cc2)C3)cc1	-21%
CCOc1ccc(-c2nnc(SCC(=O)c3ccc(F)cc3)n2-c2ccccc2)cc1	-3%
Cc1ccc(C(=O)N2CC[C@H]3C(=O)NCCCCCCN(Cc4ccncc4)[C@@H]3C2)s1	-15%
CSc1cccc(NC(=O)Cn2ccn3nc(-c4ccc(F)cc4)c(CO)c3c2=O)c1	-1%
CCn1c2c(c(=O)n1Cc1ccccc1)CCN(Cc1nccs1)C2	25%[44.1 µM]
CNC(=O)[C@@H](c1ccc(OC)cc1)N1CCC[C@H]1C(=O)NCC1CCCCC1	i
Cn1nnnc1SCCCNCc1ccccc1OCc1ccccc1F	?
CC(C)S(=O)(=O)N1CCC2(CC1)CC(N(C)Cc1ccccc1)CCO2 (stereo not drawn)	?
CN1C(=O)CO[C@H](c2ccc(NC(=O)c3cccc(F)c3)cc2)[C@H]1CO	-5%[44.1 µM]
COc1ccc(/C=C\c2onc(C)c2S(=O)(=O)N2CCC(C(=O)Nc3ccc(F)cc3F)CC2)cc1	-5%
COc1ccc(C2(C(=O)N3CCC(F)CC3)CCOCC2)cc1	13%
CN1C[C@H](NC(=O)c2ccc3c(c2)OCO3)CCC[C@@H](C(=O)NCc2cc(F)cc(F)c2)CC1=O	-10%
COc1cccc(-n2c(-c3ccc(C)cc3)cc3c2CC(C)(C)CC3=O)c1	?
CCc1ccc2occ(CC(=O)NCc3ccccc3)c2c1	44%[activator][5.79 µM]
CC(=O)N1CCC(C(=O)N2CC(c3nc(CCOc4cccc(C)c4)no3)C2)CC1	17%
CN1CCN(C(=O)c2cccc3c2NCCC3)CC12CCNC(=O)CC2 (stereo not drawn)	-18%
CC(C)(C)c1ccccc1NC(=O)CSc1nc(-c2cccs2)cc(C(F)(F)F)n1	i
c1ccc(-c2ccnc3nc(CCC4CCCC4)nn23)nc1	-16%
COc1ccccc1NC(=O)CSc1nc2nccnc2c(=O)n1CCc1c[nH]c2ccccc12	-19%
O=S(=O)(NC[C@H]1OC[C@@H](NCc2ccccc2F)[C@@H]1O)c1ccccc1	?
Cc1cc(C)n(-c2nc3cc(Cl)ccc3nc2N2CCN(c3cccc(C)c3C)CC2)n1	11%
Cn1c(=O)cc(OCC(=O)N2CCN(c3ccc(F)cc3)CC2)c2ccccc21	-15%
COc1ccccc1[C@H]1CN(C(=O)C2[C@H]3CNC[C@@H]23)[C@@H]2C3CCN(CC3)[C@H]12 (stereo partly drawn)	-1%
Cc1ccc(C)c(CN2C(=O)c3ccccc3S(=O)(=O)c3ccc(C(=O)N4CCCCC4)cc32)c1	?
COc1ccccc1CCC(=O)N1CCC2(CC1)N=C(c1ccc(Cl)cc1)NO2	i
CCOc1ccc(NC(=O)CN2CCN(CC(=O)Nc3ccc(F)cc3F)CC2)cc1	-25%
O=C(Nc1ccccc1C(=O)O)c1cccc(S(=O)(=O)N2CCCC2)c1	-18%
CCN1CCN(C(c2ccccc2)c2c(O)cc(C)n(CCOC)c2=O)CC1 (stereo not drawn)	i
Cc1ccc(CNC(=O)CC(C)S(=O)(=O)c2cc3c(cc2C)NC(=O)CO3)cc1 (stereo not drawn)	4%
Cn1cc(CN2CCN(C(=O)c3c[nH]c4ccccc34)CC2)ccc1=O	-12%
Cc1ccc2oc3c(c(=O)c2c1)C(c1cccc(O)c1)N(Cc1ccccc1Cl)C3=O (stereo not drawn)	?
Cc1ccsc1CN(Cc1ccco1)C(=O)c1ccc(Cl)cc1	13%
COCCOC1CCOC2(CCN(C(=O)NCCc3ccccc3)CC2)C1 (stereo not drawn)	?
COc1ccc(N2C(=O)[C@@H]3Cc4nc[nH]c4CN3C2=O)cc1	0%[44.1 µM]
O=C(Cn1ccn2nc(-c3ccc(F)cc3)c(CO)c2c1=O)Nc1ccc(C(F)(F)F)cc1	-2%

More structures follow:
structure	Pf Dd2 inh
COc1cc(=O)n2c(c1C(=O)NCc1cccc(C(F)(F)F)c1)CCCC2	1%
COc1ccc(S(=O)(=O)N2C[C@@H]3C[C@H](C2)c2ccc(-c4cccc(C(F)(F)F)c4)c(=O)n2C3)cc1	-13%
CC(=O)Nc1ccc(CNC(=O)CNC2CCN(S(C)(=O)=O)CC2)cc1	7%
COc1ccc(C2(C(=O)N3CCCCCCN(C)C(=O)[C@@H]4CCC[C@@H]43)CC2)cc1	-17%
COCCN1C(=O)[C@@H]2C[C@@H](CN2Cc2ccc(C(F)(F)F)cc2)Oc2ccccc21	14µM*
CCN(Cc1cccc(OCCO)c1)CC1CCCN(CCc2cccc(OC)c2)C1 (stereo not drawn)	10µM*
COc1ccc2c(c1)OCC(C(=O)NCCCN1CCCc3ccccc31)C2 (stereo not drawn)	?
CN(CC(=O)N1CCC(CCOc2ccccc2F)C1)S(=O)(=O)c1cccs1 (stereo not drawn)	-29%
O=C1NCc2ccccc2CC12CCN(Cc1ccc(F)cc1O)CC2	?
O=C(NC[C@H]1OC[C@@H](NC2CCOCC2)[C@@H]1O)C1CCCC1	i
NS(=O)(=O)c1ccc(NC(=O)COc2ccc(S(=O)(=O)NC3CCCCC3)cc2)cc1	7%
CCc1ccc(C(=O)N2CC(c3nnc(-c4ccncc4)o3)C3(CCOCC3)C2)cc1 (stereo not drawn)	-2%
CSc1nc(Nc2ccc(C)cc2C)cc(-c2ccccc2)n1	-28%
Fc1ccccc1Nc1ccnc(N2CC3CCC(C2)N3CC(F)(F)F)n1	?
Cc1ccccc1CSc1nc2ccsc2c(=O)n1CCC(C)C	33%[activator]
CC(=O)N1CCOc2cc(S(=O)(=O)NC(C)c3ccccc3)c(Cl)cc21 (stereo not drawn)	3%
CCOC(=O)c1c(NC(=O)c2cc3nc(-c4ccc(OC)cc4)cc(C(F)(F)F)n3n2)sc2c1CCC(C)C2 (stereo not drawn)	58%[activator]
CC(C)CCN1CC[C@@H]2OCC(=O)N(Cc3ccccc3)[C@H]2CC1	?
CCOc1ccc(CNC(=O)Cn2c(=O)c3cccn3c3ccc(F)cc32)cc1	3%
O=C(Cn1ccn2nc(-c3ccccc3)c(CO)c2c1=O)Nc1cccc(C(F)(F)F)c1	-8%
O=C(NCc1ccc(Cl)cc1)c1cc2cccnn2n1	-15%[44.1 µM]
CN(C)c1cccc(C(=O)Nc2ncc(-c3cccc(F)c3)c3c2OCC3)c1	-12%[44.1 µM]
CS(=O)(=O)N(C1CCOCC1)C1CN(C(=O)CCc2c[nH]c3ccccc23)C1	?
Cc1ccccc1Cn1cc(-c2ccncc2)cc1C(=O)N1CCCC1	?
O=[S+]([O-])(Nc1cccnc1)c1ccc2c(c1)OCCN(Cc1ccsc1)C2	-22%[44.1 µM]

Quoted at random: three entries already listed
structure	Pf Dd2 inh
O=C(Cn1ccn2nc(-c3ccccc3)c(CO)c2c1=O)Nc1cccc(C(F)(F)F)c1	-8%
CCOC(=O)c1c(NC(=O)c2cc3nc(-c4ccc(OC)cc4)cc(C(F)(F)F)n3n2)sc2c1CCC(C)C2 (stereo not drawn)	58%[activator]
CSc1nc(Nc2ccc(C)cc2C)cc(-c2ccccc2)n1	-28%

Next part:
structure	Pf Dd2 inh
CCC(=O)N1CCc2cc(Br)cc(S(=O)(=O)CCC(=O)N3CCN(c4cc(C)ccc4C)CC3)c21	-9%
COc1ccc(C)cc1NC(=O)c1cc(S(=O)(=O)N2CCN(c3cccc(C)c3C)CC2)ccc1F	?
O=C(O)c1cc(-c2cn[nH]c2)cc(S(=O)(=O)N2CCSCC2)c1	-8%
CCCN1C(=O)C2(c3ccccc31)c1c(oc3ccc(F)cc3c1=O)C(=O)N2CCCOC(C)C (stereo not drawn)	?
C#CCN(C)CC[C@@H]1CC[C@H](O)[C@@H](C(=O)Nc2ccccc2)O1	?
COC(=O)c1ccc2nc(C[C@@H]3C[C@@H](C(C)C)[C@H](CNC(=O)CC(C)(C)CC(=O)O)C=C3C)[nH]c2c1	?
COc1ccc(NC(=O)CSc2nc3ccccc3n2CC(=O)NCc2ccc(F)cc2)cc1	75%[activator]
O=C(Nc1ccccc1F)N1CCCC(c2nc(C3CCOCC3)no2)C1 (stereo not drawn)	42%[activator]
COC(=O)[C@H](Cc1ccc(OC)cc1)NC(=O)[C@H]1CN(C(=O)c2ccc(N(C)C)cc2)CCN1S(=O)(=O)c1ccccc1	?
COc1cc(CN2CCC(C)(c3noc(C4CCOCC4)n3)CC2)cc(OC)c1	-22%
CN1CC(=O)N(C2CCCC2)Cc2c1ncnc2N1CCN(Cc2ccccc2)CC1	-29%
Nc1ccccc1CN1CCCC2(Cc3ccccc3CNC2=O)C1 (stereo not drawn)	?
COc1ccc(-c2nc3scc(CCNS(=O)(=O)c4ccc(F)c(C(F)(F)F)c4)n3n2)cc1OC	-16%
Cc1ccc(CN(C(=O)c2ccc(OCC(C)C)cc2)c2ccccn2)o1	6%
Cn1nc(C(=O)N2CCCC(CN3CCCC3)CC2)c2ccccc21 (stereo not drawn)	3.2µM*
CN(c1ncnc2c1c(-c1ccccc1)cn2-c1ccc(F)cc1)C1CCCCC1	-7%
O=C(NC1CCCCC1)c1cc(Nc2ccccc2)nc2ccccc12	2%
Cc1cccc(-c2ccc3c(c2)C(=O)N2CC[C@H](NC(=O)CCC(=O)O)[C@H]2C(=O)N3)c1C	i
O[C@@H]1C[C@@H](c2nnc3n2CCN(Cc2ccc4[nH]ccc4c2)C3)N(Cc2ccccc2)C1	-15%
COc1ccc(F)cc1S(=O)(=O)N1CCc2nn(CC3CC3)c(=O)n2CC1	-6%
Cc1nn(CC(=O)N2CCC(C)CC2)c(=O)c2cc3occc3n12	8%
CC(=O)Nc1ccc(CN2CCC(c3nc4ccc(C)cc4c(=O)[nH]3)CC2)cc1	-11%&-11%
COc1cccc(CN2C(=O)C3(CCOCC3)CC2c2nnnn2C(C)(C)C)c1 (stereo not drawn)	1%
COc1ccc(N(Cc2nnc3n2CCCCC3)C(=O)Nc2ccc(Cl)cc2)cc1Cl	48%[activator]
COc1ccc(N2CCN(C(CNS(=O)(=O)c3ccc(OC)c(C)c3)c3ccco3)CC2)cc1 (stereo not drawn)	?

A second format for part of the listing above:
> COc1ccc(NC(=O)CSc2nc3ccccc3n2CC(=O)NCc2ccc(F)cc2)cc1
- Pf Dd2 inh = 75%[activator]
> O=C(O)c1cc(-c2cn[nH]c2)cc(S(=O)(=O)N2CCSCC2)c1
- Pf Dd2 inh = -8%
> COC(=O)c1ccc2nc(C[C@@H]3C[C@@H](C(C)C)[C@H](CNC(=O)CC(C)(C)CC(=O)O)C=C3C)[nH]c2c1
- Pf Dd2 inh = ?
> Cc1ccc(CN(C(=O)c2ccc(OCC(C)C)cc2)c2ccccn2)o1
- Pf Dd2 inh = 6%

Continuation.
structure	Pf Dd2 inh
O=C(COc1ccccc1)Nc1ccc2nc(SCC(=O)N3CCc4ccccc43)sc2c1	-12%
Cn1nccc1CN1CCC2(CNc3ccccc3[S+](=O)([O-])N2)C1 (stereo not drawn)	i
COc1ncccc1Nc1cnc2ccc(N(C)Cc3ccc(F)cc3)nn12	?
CN1C(=O)C2(CCN(C(=O)c3ccc(C(F)(F)F)cc3)C2)c2ccccc21 (stereo not drawn)	?
Cc1c(-c2nc(-c3ccc4c(c3)OCO4)no2)nnn1-c1ccc(Br)cc1F	-1%
COc1cc(=O)n2c(c1C(=O)Nc1ccc(Cl)cc1Cl)CCCC2	31%[activator]
CCOc1ccc(C(=O)N2CC(COC)C3(CCNCC3)C2)cc1OCC (stereo not drawn)	i
COc1ccccc1N1CCN(c2ccc3cc(S(=O)(=O)N4CCCCC4)ccc3n2)CC1	?
Cc1ccc(CN2CCCn3nc(C(=O)NCCC(C)C)cc3C2=O)cc1	-29%
